LDHA block: qHTS assay for inhibitors of human lactate dehydrogenase; actives 0.15% (n = 480,000); activity change, % (values are at about 110 or 230 µM); purified LDHA, NADH/diaphorase-resazurin fluorescence; stronger effect = lower value; L-lactate dehydrogenase A chain (Homo sapiens), P00338; in the data active = activity change below about -30%; inconclusive = mostly about -25% to -30%;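 also: plate controls were DMSO wells for no effect and wells without enzyme for full effect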
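Remaining NADH was detected by diaphorase (0.133 mg/mL) converting 37 µM resazurin to fluorescent resorufin, read at 0 and 20 minutes. The preceding 5-minute room-temperature reaction used 2 nM LDHA, 0.2 mM sodium pyruvate and 0.06 mM NADH at pH 7.4.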
GRP78 ERSR act: qHTS for Inducers of the Endoplasmic Reticulum Stress Response (ERSR) in Human Glioma: qHTS; U87-MG GRP78 promoter luciferase reporter, 16 h; Potency, µM, for the others: at the highest dose activation, hits mostly activators; actives 0.02% (n = 420,000); also: potency is read from the fitted curve at half-maximal effect; series mostly up to about 76 µM; % of control where 0% means no effect; nearly all actives have a fitted effect of over 35% in size
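Stably transfected U87-MG human glioma cells carrying a GRP78-based luminescent sensor were seeded at 1000 cells/well, pin-dosed with compounds and incubated 16 h. Luciferase reagent was then added, and end-point luminescence was read after 10 min at room temperature.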
IDH1 R132H inh: qHTS for Inhibitors of mutant isocitrate dehydrogenase 1 (IDH1): qHTS | Isocitrate dehydrogenase [NADP] cytoplasmic (Homo sapiens), O75874 | IDH1-R132H enzyme, NADPH consumption, diaphorase/resazurin fluorescence | Potency, µM (doses to about 76.6 µM), without a hit: top-dose activity change, negative = inhibition, most hits filed as inhibitors | actives 0.093% (n = 390,000) | AID 602179, 2012; also: potency is read from the fitted curve at half-maximal effect; % is scaled to controls: 0 for no effect and ±100 for the full control effect; nearly all actives have a fitted effect of over 65% in size
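IDH1-R132H (0.5 ug/mL dispensed) in pH 7.5 Tris buffer was preincubated 30 min with compound, then given a substrate mix of 0.016 mM NADPH and 2 mM alpha-KG for 80 min at room temperature; remaining NADPH was read by diaphorase/resazurin fluorescence.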
RXFP1 agonist: qHTS Assay for Agonists of the Relaxin Receptor RXFP1; actives 0.3% (n = 370,000); AID 2676, 2010; Potency, µM (titrated, usually from 57.5 µM), without a hit: top-dose activation, most hits filed as activators; HEK293T-RXFP1 cAMP TR-FRET, 30 min; response scale: percent of porcine relaxin response, buffer zero; also: potency is read from the fitted curve at half-maximal effect; % is scaled to controls: 0 for no effect and ±100 for the full control effect; nearly all actives have a fitted effect of over 60% in size; many of its hits are not listed in these tables
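HEK293 cells stably expressing RXFP1, treated 30 min at 37C with compounds plus PDE4 inhibitor Ro 20174; cAMP measured by HTRF TR-FRET. Normalized to buffer and 29 nM porcine relaxin; EC50 by Hill fit.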
Vif-APOBEC3F blk: qHTS for Inhibitors of Vif-A3F Interactions: qHTS; HeLa A3F-eYFP + Vif (tagged APOBEC3F with the HIV-1 protein that degrades it), YFP fluorescence increase; Potency, µM (top dose mostly 46.1 µM), for inactives: at the top dose activity, negative = active; actives 0.2% (n = 390,000); AID 602313, 2012; also: potency is read from the fitted curve at half-maximal effect; % of control where 0% means no effect; nearly all actives have a fitted effect of over 65% in size
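HeLa cells stably expressing Vif plus C-terminally eYFP-tagged A3F were seeded, incubated overnight at 37 deg C, dosed with compound, incubated overnight again at 37 deg C. Yellow fluorescence (Ex 488/Em 500-530) reported blocked Vif-mediated A3F-eYFP degradation.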
USP1-UAF1 inh: Inhibitors of USP1/UAF1: Primary Screen | recombinant USP1/UAF1, Ub-Rhodamine cleavage fluorescence | Potency, µM (titrated, usually from 57.1 µM), without a hit: at the highest dose activity change, negative = inhibition, usual class: inhibitors | actives 0.23% (n = 390,000); also: potency is read from the fitted curve at half-maximal effect; % is scaled to controls: 0 for no effect and ±100 for the full control effect; nearly all actives have a fitted effect of over 60% in size; inactives centre near -12
Target sequence (O94782 whole entry, looked up): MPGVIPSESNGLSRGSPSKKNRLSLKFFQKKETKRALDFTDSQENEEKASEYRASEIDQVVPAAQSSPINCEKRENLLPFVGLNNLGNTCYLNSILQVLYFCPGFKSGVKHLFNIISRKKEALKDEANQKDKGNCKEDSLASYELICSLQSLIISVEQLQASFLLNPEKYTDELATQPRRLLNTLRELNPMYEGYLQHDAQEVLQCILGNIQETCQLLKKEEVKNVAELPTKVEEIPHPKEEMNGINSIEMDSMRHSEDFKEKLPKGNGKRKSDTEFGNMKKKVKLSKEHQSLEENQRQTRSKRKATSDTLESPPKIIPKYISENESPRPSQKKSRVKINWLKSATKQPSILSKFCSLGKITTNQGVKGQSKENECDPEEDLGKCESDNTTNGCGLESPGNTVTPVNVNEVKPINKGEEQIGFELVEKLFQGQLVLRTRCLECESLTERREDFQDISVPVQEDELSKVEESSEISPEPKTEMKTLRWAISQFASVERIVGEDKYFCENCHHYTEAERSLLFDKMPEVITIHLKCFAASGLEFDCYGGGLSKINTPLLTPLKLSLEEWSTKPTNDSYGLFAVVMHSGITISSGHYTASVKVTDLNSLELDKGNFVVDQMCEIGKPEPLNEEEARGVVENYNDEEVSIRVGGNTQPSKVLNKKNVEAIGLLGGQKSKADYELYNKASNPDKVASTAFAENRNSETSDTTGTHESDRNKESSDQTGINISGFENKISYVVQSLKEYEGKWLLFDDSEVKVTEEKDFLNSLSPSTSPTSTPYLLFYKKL
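USP1/UAF1 complex at 1 nM was preincubated with compound for 15 min at room temperature, then Ub-Rho substrate (150nM final) was added. Fluorescence (480/540 nm) was read kinetically, 6 reads every 60 seconds.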
Vif-APOBEC3G blk: qHTS for Inhibitors of Vif-A3G Interactions: qHTS. HeLa A3G-eYFP + Vif (tagged APOBEC3G with the HIV-1 protein that degrades it), YFP fluorescence, overnight. Potency, µM (doses to about 46.1 µM), for the others: at the highest dose activity, negative = active, most hits filed as inhibitors. actives 0.076% (n = 410,000). AID 602310, 2012;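 also: potency is read from the fitted curve at half-maximal effect; % is scaled to controls: 0 for no effect and ±100 for the full control effect; nearly all actives have a fitted effect of over 60% in size; hits raise eYFP signal because A3G escapes Vif-driven loss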
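Read-out is eYFP fluorescence (Ex 488/Em 500-530) from Vif-expressing HeLa A3G-eYFP cells; more signal means A3G escaped Vif-mediated degradation. Cells plated overnight, compound pinned in, incubated overnight at 37 deg C.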
TrxR1 substrate: qHTS Assay for Substrates of Mammalian Selenoprotein Thioredoxin Reductase 1 (TrxR1): qHTS; Thioredoxin reductase 1, cytoplasmic (Rattus norvegicus), O89049; purified TrxR1 substrate turnover, NADPH consumption readout; Potency, µM (series often up to 114 µM), for the others: at the highest dose activity change, negative = substrate turnover; actives 0.01% (n = 390,000); also: potency is read from the fitted curve at half-maximal effect; % is scaled to controls: 0 for no effect and ±100 for the full control effect; nearly all actives have a fitted effect of over 50% in size
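Rat TrxR1, dispensed at 90 nM, was prereduced with 400 uM NADPH (final) for 5 min at ~22 deg C, then incubated with compound 15 min before 400 uM selenite. A first-read NADPH fluorescence drop versus no-compound background flagged substrates.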
PI4K2A inh: qHTS for small molecular inhibitors of PI4K2A; Phosphatidylinositol 4-kinase type 2-alpha (Homo sapiens), Q9BTU6; purified PI4K2A, ADP-Glo luminescence, 1 h; stronger effect = lower value; activity change, negative = inhibition, % at 76.9 µM; actives 0.13% (n = 420,000); in the data active = activity change below about -50%; inconclusive = mostly about -30% to -49%;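 also: -100% = wells without enzyme as full effect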
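Compounds are screened against recombinant PI4K2A using PI as substrate and ATP, the latter dispensed at 300 microM. Reactions run one hour at ambient temperature before ADP-Glo detection; full inhibition defined by wells lacking enzyme.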
The depositor's hits bear a star; ? = inconclusive; . = not tested or not shown; [ ] = another dose, or the depositor's remark. Unless noted, calls follow the shape of the dose curve; as a rule, active = well fitted curve in the direction sought with a large enough effect; inconclusive = small, poorly fitted or top-dose-only effect, or another doubt; inactive = no such curve, though single readings can be large; an effect the other way counts as inactive or inconclusive.

smiles	Vif-APOBEC3F blk	RXFP1 agonist	PI4K2A inh	Vif-APOBEC3G blk	LDHA block	IDH1 R132H inh	GRP78 ERSR act	USP1-UAF1 inh	TrxR1 substrate
C[C@H]1CN([C@@H](C)CO)C(=O)CCCn2nncc2CO[C@@H]1CN(C)Cc1ccc2c(c1)OCCO2	-7.8%	.	1.1	-0.1%	-2.8	-0.4%	-2.4%	-18.6%	.
Cc1sc(NC(=O)c2ccc(Cl)s2)c(C(N)=O)c1C	2.9%	-0.4%	-2.8	0.9%	-1.0	14.4%	9.1%	-12.3%	8.7%[57.1 µM]
COc1ccc(Cl)cc1C(=O)Nn1cnc2ccccc2c1=O	-3.0%	0.7%	1.8	0.1%	-13.5	5.5%	-1.1%	?	9.1%
CN1C(=O)c2ccc(NC(=O)CSc3ccccc3)cc2C1=O	19.0%	2.0%	-3.4	0.6%	-9.5	1.0%	4.6%	-10.6%	-0.9%
Cc1ccc(NC(=O)CNC(=O)CC23CC4CC(CC(C4)C2)C3)c(O)c1	3.4%	1.0%	0.5	0.0%	1.4	4.6%	-4.4%	-13.0%	3.4%
OCCn1c(C(F)(F)F)nc2ccccc21	-1.8%	-1.2%	3.4	0.6%	8.4	3.6%	-3.1%	-7.2%	-5.7%
N#Cc1cc(-c2ccccc2)oc1NC(=O)c1ccccc1	3.6%	1.5%	5.6	-10.5%	-4.8	-0.6%	-4.8%	-16.1%	-6.2%
CCOC(=O)C1(O)CC(C)=NN1C(=O)c1cccc(Br)c1 (stereo not drawn)	-15.0%	1.5%	2.7	-3.6%	-2.6	-2.6%	0.4%	1.4%	-1.4%
O=S(=O)(c1cc(Br)ccc1Br)N1CCCCCC1	10.0%	-0.5%	4.8	-0.6%	-3.7	-2.6%	-0.5%	-26.5%	8.0%[57.1 µM]
CCc1nnc(NC(=O)C2CCCN2C(=O)Nc2ccccc2OC)s1 (stereo not drawn)	.	-0.9%	-0.6	0.8%	1.3	4.4%	-2.0%	-12.2%	-6.0%
CC1(N=Cc2cc(Cl)ccc2O)COP(=O)(NC2CCCC2)OC1 (stereo not drawn)	14.6%	.	3.0	-3.0%	1.5	-3.9%	-2.6%	-18.3%	5.4%[11.4 µM]
Nc1c(C(=O)N2CCCC2)sc2nc3c(cc12)CCCCCC3	4.1%	11.5%	-2.6	-8.4%	-2.5	10.7%	5.0%	-1.9%	14.0%[57.1 µM]
Cn1c(Cn2c(=O)sc3ccccc32)nnc1SCC(=O)Nc1ccc(F)cc1	-2.2%	-1.2%	1.6	0.0%	-0.7	14.2%	-4.8%	-8.8%	2.3%[57.1 µM]
CCOc1cc(-c2ccc(OC(=O)c3ccc(C)cc3)c(OC)c2)cc(=O)c2c(C)oc(C)c12	-3.8%	0.7%	-10.4	-4.2%	-0.4	-11.1%	0.9%	?	-18.9%
CCC(=O)Nc1cccc(C2=NOC3(C2)C[C@@H](C(N)=O)N(C(=O)CC(c2ccccc2)c2ccccc2)C3)c1 (stereo partly drawn)	0.6%	-1.5%	-1.3	-4.1%	-1.2	-9.5%	3.5%	11.8%	9.7%[57.1 µM]
COc1ccc2c(c1OC)C(=O)N1c3ccccc3C(=O)N(c3ccccc3)C21 (stereo not drawn)	.	1.0%	-17.6	-4.6%	-1.5	2.8%	-9.1%	-23.2%	-3.1%
Cc1cc(C(=O)OC(C)C(=O)Nc2cccc(S(=O)(=O)N3CCOCC3)c2)c(C)o1 (stereo not drawn)	0.7%	2.5%	3.7	-0.7%	-2.5	2.7%	-5.0%	-21.6%	-7.6%
CC1=C(C#N)C(=O)N(C)C(C)(C)C1	7.9%	-0.4%	1.2	0.7%	-3.9	7.8%	-5.5%	-13.4%	0.7%
CC1CC(C)CN(C(=O)c2ccc3nc[nH]c3c2)C1 (stereo not drawn)	-7.8%	0.0%	-2.9	-3.2%	-10.2	0.0%	-0.8%	-11.6%	6.0%
Cc1c(NC(=O)c2ccc3ncccc3c2)c(=O)n(-c2ccccc2)n1C	-3.2%	4.0%	-2.4	-2.0%	-6.8	5.6%	-1.9%	-7.9%	7.2%
O=C(CNC(=O)c1ccc(N2C(=O)c3ccccc3C2=O)cc1)OCC(=O)c1ccccc1	-2.8%	-1.0%	-1.4	2.5%	-1.1	-5.8%	1.9%	-17.5%	-0.9%
Cc1ccc(CSc2nnc(-c3ccncc3)n2C)cc1	1.9%	0.6%	2.0	-2.0%	-4.2	1.7%	-3.7%	-4.2%	6.9%[57.1 µM]
CC(C)(C)c1ccc(Cn2c(=N)n(CC(O)c3ccco3)c3ccccc32)cc1 (stereo not drawn)	-12.9%	-1.7%	-0.1	-2.9%	-0.9	0.2%	-14.7%	-10.4%	10.3%
CCOC(=O)c1c(C)[nH]c(C=C2C(=O)CCCC2=O)c1O	6.4%	1.8%	-4.9	0.0%	13.5	1.0%	-8.6%	-13.8%	-11.2%
Cc1cc(N)ccc1N1CCCC1	-11.5%	0.2%	?	2.2%	31.8	19.8%	-3.7%	?	-1.5%
CS(=O)(=O)Nc1ccc2c(c1)OCC(=O)N2Cc1ccccc1	5.1%	1.3%	0.5	3.8%	0.3	0.0%	-5.2%	-16.9%	13.9%
COCCN(C(=O)COC(=O)c1cccnc1SC)c1c(N)n(Cc2ccccc2)c(=O)[nH]c1=O	2.2%	0.5%	2.2	1.7%	-5.0	1.4%	-4.6%	0.4%	-3.7%
Cc1ccc(/C=C/C(=O)OCC(=O)NCCN2C(=O)CSC2=O)o1	5.5%	1.4%	-2.5	-2.7%	-9.9	5.3%	6.2%	-16.5%	-8.2%
OC(c1ccccc1)(c1ccccc1)C1CCN(C(=S)Nc2ccc(F)cc2)CC1	-6.0%	.	-0.1	-0.1%	-6.9	-11.0%	-3.7%	-1.1%	-2.1%
Cc1cc2c3nonc3ccc2n1C	4.4%	2.2%	4.2	-0.5%	-8.3	5.1%	5.7%	2.0%	10.6%[57.1 µM]

3 of the entries above in order of the USP1-UAF1 inh value, ascending:
SMILES | USP1-UAF1 inh
CC1=C(C#N)C(=O)N(C)C(C)(C)C1 | -13.4%
Cc1cc2c3nonc3ccc2n1C | 2.0%
CCC(=O)Nc1cccc(C2=NOC3(C2)C[C@@H](C(N)=O)N(C(=O)CC(c2ccccc2)c2ccccc2)C3)c1 (stereo partly drawn) | 11.8%

(continued)
smiles	Vif-APOBEC3F blk	RXFP1 agonist	PI4K2A inh	Vif-APOBEC3G blk	LDHA block	IDH1 R132H inh	GRP78 ERSR act	USP1-UAF1 inh	TrxR1 substrate
CSc1nnc(-c2ccc(S(=O)(=O)N3CCOCC3)cc2)n1CC1CCCO1 (stereo not drawn)	-6.5%	1.2%	3.9	-0.4%	-3.0	0.0%	-2.9%	0.7%	37.3%[activator]
COc1ccc(S(=O)(=O)Cc2ccc(C(=O)NC3CCCC3)o2)cc1	-10.7%	0.3%	6.8	-3.9%	-2.8	10.8%	-4.3%	-9.8%	1.6%[57.1 µM]
Cc1cccc(CN2C(=O)c3ccccc3Sc3ccc(C(=O)NC4CCCCC4)cc32)c1	-7.0%	5.2%	-0.1	2.2%	-0.9	2.8%	-3.6%	?	2.7%[57.1 µM]
COc1ccc(N(CC(=O)NC2CCCCC2)C(=O)c2ccc(C)s2)cc1OC	-4.1%	-0.1%	0.2	-3.5%	-7.0	-0.7%	7.7%	4.5%	1.7%[57.1 µM]
COC(=O)c1cc(OC)c(OC)cc1NC(=O)CN1CCCCC1	-10.7%	2.9%	-2.3	-0.4%	3.4	4.8%	-3.6%	1.6%	1.6%
C/C(CC(=O)Nc1ccc(N(C)C)cc1)=N\NC(=O)c1ccccc1O	0.9%	-0.2%	5.6	0.2%	-1.2	-2.5%	2.2%	-18.4%	-9.2%
O=C(NCc1ccco1)/C(=C/c1ccco1)NC(=O)c1ccccc1	2.7%	8.8%	-1.3	-2.7%	1.5	0.0%	-0.9%	-13.1%	-7.1%[57.1 µM]
CCOc1ccc(OCC)c(S(=O)(=O)n2cnc(C)c2)c1	5.1%	-4.6%	7.4	-0.3%	-7.8	12.2%	-4.3%	-16.0%	-0.6%
COc1ccc(CCNC(=O)CN(c2ccccc2OC)S(C)(=O)=O)cc1OC	-2.5%	2.0%	-1.9	2.1%	-2.7	-1.8%	-1.7%	3.7%	5.5%

Some of the compounds tested, so the mix of outcomes need not match the whole.
